# Screens from PubChem.
# CYP2C9 act = human CYP2C9 activators, primary screen, biochemical, luminescence; recombinant CYP2C9, luciferin-H conversion; hits give high values; factor 1 = untreated enzyme, 0 = blocked; activation factor at 5 µM; 1.4% of 96,000 active;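 active = activation factor of 2 or more for CYP2C9 at a 5 µM dose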;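 also: 0 = sulfaphenazole-blocked wells and 1 = vehicle-only wells; values of inactives mirror those of a sister screen read the other way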
# DAT uptake mod = changed hDAT dopamine uptake under cocaine IC80, either direction, primary screen, cocaine antagonist project, cell-based, LLC-PK1 hDAT, [14C]-dopamine uptake, MLSMR | LLC-PK1 hDAT cells, [14C]-dopamine uptake with cocaine IC80; actives deviate in either direction | Sodium-dependent dopamine transporter (Homo sapiens), Q01959 | 1.3% of 110,000 active | B-score at 10 µM;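 active = Z score or B-score, a plate-position-corrected score, falls beyond the plate's 99.7% confidence bounds, in either direction; inactive = both scores lie inside the 99.7% bounds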;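 also: scored against the spread of the other compound wells on the same plate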
# Target sequence (Q01959 whole entry, looked up): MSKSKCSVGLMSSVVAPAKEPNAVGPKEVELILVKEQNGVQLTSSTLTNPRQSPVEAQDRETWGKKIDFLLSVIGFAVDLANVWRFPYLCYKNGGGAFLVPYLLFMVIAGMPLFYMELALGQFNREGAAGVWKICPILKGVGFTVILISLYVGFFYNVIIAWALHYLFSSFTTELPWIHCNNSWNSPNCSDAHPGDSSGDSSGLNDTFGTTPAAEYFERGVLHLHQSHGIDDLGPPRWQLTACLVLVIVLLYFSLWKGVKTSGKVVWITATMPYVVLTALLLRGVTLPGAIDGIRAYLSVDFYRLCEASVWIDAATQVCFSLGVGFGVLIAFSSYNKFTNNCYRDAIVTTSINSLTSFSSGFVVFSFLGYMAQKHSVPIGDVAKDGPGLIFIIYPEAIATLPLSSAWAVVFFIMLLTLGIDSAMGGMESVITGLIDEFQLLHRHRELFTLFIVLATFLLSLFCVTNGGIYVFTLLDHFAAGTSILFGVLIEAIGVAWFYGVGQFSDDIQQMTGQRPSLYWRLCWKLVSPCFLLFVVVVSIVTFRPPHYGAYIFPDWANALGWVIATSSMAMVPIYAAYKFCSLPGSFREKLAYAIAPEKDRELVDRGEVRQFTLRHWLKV
# CYP2C9 inhib = blockers of cytochrome P450 2C9 activity – biochemical, luminescence, ADME assay, primary screen | AID 777, 2007 | inhibition, % at 5 µM | 20% of 96,000 active | P11712 | CYP2C9 Supersomes, luciferin-H conversion;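 active = blocking of liver enzyme CYP2C9 beyond about 50% at 5 µM, limit read from the data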; also: values of inactives mirror those of a sister screen read the other way
# Candida biofilm = clotrimazole potentiators killing Candida biofilms, primary screen, with clotrimazole, Alamar Blue. C. albicans biofilm + clotrimazole. inhibition, % at 6 µM. 0.14% of 85,000 active. AID 834, 2007;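 active = inhibition above 20%; inactive = inhibition below 20%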;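 also: preformed 24 hr biofilms exposed to compound for 48 hr; 0% = biofilm without compound and 100% = blank killed by clotrimazole plus chlorhexidine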
# IL1B cytotox = cytotoxicity in IL-1B stimulated HUVEC, primary screen, cytotoxicity control for IL-1B NFkB translocation project, imaging, Hoechst nuclear count, IL-1B stimulus; HUVEC cell count loss; cell count reduction, % at 2 µM; 0.41% of 94,000 active; AID 845, 2007;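 active = cell count reduction more than 3 SD above the screen-wide mean, cut at about 70% in these data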;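 also: normalized per plate to untreated control cells as the no-loss baseline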
# TNFa cytotox = cytotoxicity in TNFa-stimulated HUVEC, primary screen, cytotoxicity control for VCAM1 expression modulator project, imaging, Hoechst nuclei count. HUVEC TNFalpha-stimulated, Hoechst cell count. 0.17% of 93,000 active. AID 848, 2007. cell count reduction, % at 2 µM;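 active = cell count reduction exceeding the screen mean by over 5 SD, scaled to untreated wells per plate, cut at about 78% in these data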;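 also: cells counted after 24 h of TNF alpha exposure following the 1 h pretreatment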
# CYP2C19 inhib = blockers of cytochrome P450 2C19 activity – biochemical, luminescence, ADME assay, primary screen; 21% of 96,000 active; inhibition, % at 5 µM; CYP2C19 Supersomes, luciferin-H EGE luminescence, 30 min; P33261;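 active = CYP2C19 inhibition above a set limit at 5 µM in the primary screen, cut at about 50% in these data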;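 also: plate controls were negative control wells for no effect and 2.5 mM tranylcypromine positive control for full effect; values of inactives mirror those of a sister screen read the other way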
# Target sequence (P33261 whole entry, looked up): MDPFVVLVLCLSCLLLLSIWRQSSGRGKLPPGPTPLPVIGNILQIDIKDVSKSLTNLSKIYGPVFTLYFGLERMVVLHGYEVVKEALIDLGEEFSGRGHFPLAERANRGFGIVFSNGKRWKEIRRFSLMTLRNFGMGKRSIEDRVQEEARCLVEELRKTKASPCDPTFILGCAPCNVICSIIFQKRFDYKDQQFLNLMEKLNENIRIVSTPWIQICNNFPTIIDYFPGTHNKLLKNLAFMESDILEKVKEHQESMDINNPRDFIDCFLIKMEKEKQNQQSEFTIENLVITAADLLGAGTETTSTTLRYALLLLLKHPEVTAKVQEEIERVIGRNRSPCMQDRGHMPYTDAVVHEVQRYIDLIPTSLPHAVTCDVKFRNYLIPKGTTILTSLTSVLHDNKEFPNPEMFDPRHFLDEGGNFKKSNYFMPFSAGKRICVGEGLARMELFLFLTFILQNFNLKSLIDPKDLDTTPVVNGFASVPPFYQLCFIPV
# CYP2C19 act = human CYP2C19 activators, primary screen, biochemical, luminescence; AID 1025, 2008; recombinant CYP2C19, luciferin-H EGE luminescence; hits give high values; 0 = fully inhibited enzyme, 1 = untreated enzyme; activation factor at 5 µM; 96,000 tested, under 10 active;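 active = activation factor of at least 2 at 5 µM in the primary screen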;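 also: 0 = wells with 2.5 mM tranylcypromine and 1 = vehicle-only wells; values of inactives mirror those of a sister screen read the other way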
# VCAM1 TNFa inh = inhibitors of TNFa-induced VCAM1 expression, primary screen, imaging, HUVEC, TNFa stimulus, immunofluorescence; HUVEC TNFa-induced VCAM-1 immunofluorescence, high-content imaging; inhibition, % at 2 µM; 0.48% of 95,000 active;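 active = inhibition above the batch mean plus 3 SD, with images confirmed as a hit by eye, cut at about 37% in these data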;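 also: 0% = TNF-stimulated DMSO wells and 100% = unstimulated control wells; not every result past the cut was called active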
# The depositor's hits bear a star; . = no result given.
SMILES,CYP2C9 act,DAT uptake mod,CYP2C9 inhib,Candida biofilm,IL1B cytotox,TNFa cytotox,CYP2C19 inhib,CYP2C19 act,VCAM1 TNFa inh
COc1ccc(Cl)cc1NC(=O)NC(C)c1ccncc1 (stereo unspecified),0.1,-0.43,92*,5,6,4,97*,0,24
CCOC(=O)c1nnn(-c2nn3nnnc3c3ccccc23)c1C,0.4,-0.86,55*,9,-22,-24,-11,1.1,6
Cc1cccc(S(=O)(=O)NCCC(=O)OC(C)C(=O)NC(=O)NC2CCCCC2)c1 (stereo unspecified),0.4,0.53,56*,6,-37,-26,14,0.9,0
Cc1cc(C)cc(N2CCN(C(=O)N3CCOCC3)CC2)c1,1,0.022,-1,2,-22,-18,9,0.9,-27
COCCCn1c(SCc2ccccc2)nc2cc(OC)c(OC)cc2c1=N,0.4,8.2*,64*,.,11,3,54*,0.5,-14
COc1ccc(N2CCN(C(c3ccccc3)c3nnnn3Cc3ccc(F)cc3)CC2)cc1 (stereo unspecified),0.6,0.29,40,-3,5,11,64*,0.4,1
CC(C)C(NC(=O)OCc1ccccc1)C(=O)OCC(=O)N1C(C)CCCC1C (stereo unspecified),1,-1,1,.,.,.,40,0.6,.
O=C(O)CCS(=O)(=O)Cc1ccccc1Cl,0.8,0.36,17,-1,.,4,3,1,-1
CSc1cccc(NC(=O)C2CCCN(S(=O)(=O)c3cnc[nH]3)C2)c1 (stereo unspecified),0.1,-0.32,93*,8,-19,-43,98*,0,10
Cc1ccc2c(CC(=O)OC3CCOC3=O)coc2c1 (stereo unspecified),0.8,-1.1,18,-4,-15,-5,37,0.6,-15
Cc1cc(C(=O)Nc2ccccc2)c(C)o1,0.8,.,20,4,-11,.,61*,0.4,-1
N#Cc1ccc(C(=O)NCC(c2ccco2)N2CCCC2)cc1 (stereo unspecified),0.9,-0.61,9,-2,-12,-4,2,1,-3
COCCCNc1nc2c(c(=O)[nH]c(=O)n2C)n1CC(O)COc1ccccc1C (stereo unspecified),0.8,0.18,19,2,4,-58,44,0.6,14
Cn1c(NC(=O)c2ccc(F)c(F)c2)cc(=O)n(C)c1=O,0.8,0.21,16,7,.,.,11,0.9,.
COc1ccccc1N1CCN(S(=O)(=O)c2ccc(Br)s2)CC1,0.7,-0.99,29,7,-8,-13,29,0.7,10
COc1cccc(CNC(=O)C2CCCN(S(=O)(=O)c3c(C)[nH]c(=O)[nH]c3=O)C2)c1 (stereo unspecified),1,-0.0061,2,5,5,9,-3,1,-4
CC(=O)Nc1nonc1-c1nc2ccccc2n1Cc1ccccn1,0.9,3.5*,7,9,29,-19,-8,1.1,-1
COc1cccc(C2NC(C)(C(=O)O)C3C(=O)N(C(C)C)C(=O)C23)c1O (stereo unspecified),1,-1.3,4,10,-15,2,-6,1.1,-9
Cc1csc(SCC(=O)N2CCN(S(=O)(=O)c3ccccc3)CC2)n1,1,.,-5,.,-56,-54,9,0.9,-75
CCc1nnc(NC(=O)CSc2nnc(-c3ccncc3)n2Cc2ccccc2)s1,0.7,0.54,26,1,-122,-33,41,0.6,-9

# Part of the list above, tab-delimited:
SMILES	CYP2C9 act	DAT uptake mod	CYP2C9 inhib	Candida biofilm	IL1B cytotox	TNFa cytotox	CYP2C19 inhib	CYP2C19 act	VCAM1 TNFa inh
COc1ccccc1N1CCN(S(=O)(=O)c2ccc(Br)s2)CC1	0.7	-0.99	29	7	-8	-13	29	0.7	10
COc1cccc(CNC(=O)C2CCCN(S(=O)(=O)c3c(C)[nH]c(=O)[nH]c3=O)C2)c1 (stereo unspecified)	1	-0.0061	2	5	5	9	-3	1	-4

# Carrying on:
SMILES,CYP2C9 act,DAT uptake mod,CYP2C9 inhib,Candida biofilm,IL1B cytotox,TNFa cytotox,CYP2C19 inhib,CYP2C19 act,VCAM1 TNFa inh
N#Cc1c(SCC(=O)N2CCOCC2)nsc1SCC(=O)N1CCOCC1,1.1,-0.27,-8,4,-43,-2,-13,1.1,18
COc1ccc(S(=O)(=O)Cc2ccc(C(=O)NCc3ccccn3)o2)cc1,0.7,-0.08,33,3,.,.,3,1,.
O=C(CC(C(=O)O)C1CCCO1)NCCc1ccc2c(c1)OCO2 (stereo unspecified),0.9,0.16,9,7,-14,-12,7,0.9,6
CCc1nnc(NC(=O)CCc2ccc(C)o2)s1,0.7,0.96,27,-2,-3,-5,25,0.8,16
Nc1nnc(SCC(=O)c2ccco2)s1,0.6,0.68,37,4,-16,-14,-3,1,16
CCOc1ccccc1-c1nc(C(N)=O)c2[nH]c(=O)n(-c3ccccc3)c2n1,1,0.53,1,-6,-12,9,-5,1,11
Cn1c(=O)n(Cc2ccco2)c(=N)c2c3c(sc21)CCC3,1,-0.89,-3,10,-64,-6,10,0.9,5
CO/N=C/C(=N\Nc1ccc(C)cc1)C(=O)c1ccc(OC)cc1,0.9,-0.23,6,0,24,24,8,0.9,40*
COCCCNc1nc2c([nH]1)c(=O)[nH]c(=O)n2C,1.1,0.57,-14,2,-47,-1,-5,1.1,17
Cc1ccc([N+](=O)[O-])cc1NC(=O)CCSc1ccc(Cl)cc1,0.7,0.043,28,.,21,-1,31,0.7,-4
NC(=O)Cn1cnc(-c2ccccc2)c1,1.1,1,-5,8,.,.,-1,1,.
Nn1c(SCC(=O)NC2CCCC2)nnc1-c1ccccc1F,0.9,0.15,9,0,-8,-15,21,0.8,-4
O=C(COC(=O)c1ccccc1OCc1ccc(Cl)cc1)NC1CC1,0.4,0.92,62*,-2,-8,-17,75*,0.3,3
O=c1[nH]n(-c2ccccc2)c(=O)c2ccccc12,1.3,.,-26,-1,.,.,-2,1,.
COCCn1c(C(C)C)nc2oc3ccccc3c(=O)c2c1=O,0.9,-0.29,15,6,0,-23,16,0.8,2
COc1ccc(Cl)cc1C(=O)Nn1c(C)nc2ccccc2c1=O,0.5,-0.37,52*,2,.,.,57*,0.4,.
CCOc1cc(S(=O)(=O)N(CC)CC)ccc1Br,1.3,-0.36,-28,-2,-20,-9,95*,0.1,-17
CCN(CC)C(=O)CN(c1ccc(F)c(Cl)c1)S(C)(=O)=O,1.1,0.91,-7,9,21,10,33,0.7,-8
O=C(Nc1ccccc1)N(Cc1ccc(Cl)cc1)CC(O)C(F)(F)F (stereo unspecified),0.5,-0.26,53*,.,6,-1,37,0.6,5
Cc1ccc(C2N(C)c3ccccc3-c3nc4ccccc4n32)o1 (stereo unspecified),0.1,0.072,93*,-1,-21,-14,87*,0.1,9
CN1C(=O)N(C)C2(c3ccccc3)Nn3c(s/c(=C/c4ccccc4)c3=O)=NC12c1ccccc1 (stereo unspecified),0.9,-0.034,8,-1,-1,-14,9,0.9,3
CCN(CC)CCN1C(=O)C(=O)/C(=C(/O)c2c(C)[nH]c(C(=O)OC)c2C)C1c1ccccc1OC (stereo unspecified),1.1,-0.36,-7,1,7,22,-11,1.1,34
CCn1nnnc1SCC(=O)NCc1ccc2c(c1)OCO2,.,0.002,.,4,10,-6,.,.,-8
Cc1cccc(C(=O)NNC(=O)c2ccc(-c3ccccc3)cc2)c1,1.9,-0.99,-85,.,-13,-14,14,0.9,0
CCOC(=O)C1=C(C)NC2=C(C(=O)CCC2)C1c1cc(OC)ccc1OC (stereo unspecified),0.1,0.32,88*,-3,-218,-51,79*,0.2,-11
N#Cc1c(NC(=O)CSc2ncccn2)oc(-c2ccccc2)c1-c1ccccc1,.,-0.084,.,4,-3,0,.,.,8
O=C1C(Cl)=C(N2CCCCC2)C(=O)C(Cl)=C1c1cnc(N2CCCCC2)s1,.,-0.48,.,1,0,-18,.,.,6
COc1cc(-c2nnc(SCC(=O)OC3CCCCC3)o2)cc(OC)c1OC,0.9,-0.21,14,5,19,1,18,0.8,13
COc1ccc2cc(C(=O)OC(C)C)sc(=O)c2c1OC,.,0.045,.,.,-24,14,.,.,20
CCCc1[nH]n(-c2nc3ccccc3s2)c(=O)c1C=NCC(C)C,0.5,4.4*,51*,-1,-9,-8,33,0.7,0
CCn1c(O)c(C2=NCCCC2)c2ccccc21,1.1,-0.24,-11,3,-22,-25,13,0.9,10
Cc1ccc(C(C(=O)NC2CCCC2)N2CCc3ccccc32)cc1 (stereo unspecified),0.9,-0.53,13,2,11,-52,5,0.9,11
Cc1cc2c3nonc3ccc2n1C,1.1,-0.59,-13,3,-20,-42,22,0.8,-23
O=C(NC(=O)N1CCN(c2ccccc2)CC1)c1ccc(Cl)cc1,.,-0.23,.,9,34,-31,.,.,-5
CCOC(=O)C(CSCC(=O)c1ccc(Cl)cc1Cl)NC(=O)OC(C)(C)C (stereo unspecified),0.1,0.16,88*,3,18,1,97*,0,-8
O=C(NCCN1C(=O)C2C3C=CC(C3)C2C1=O)Nc1ccccc1O (stereo unspecified),0.8,0.24,17,3,-2,-16,77*,0.2,11
COc1ccc(/C=N/Nc2nc(N3CCCC3)nc(N3CCCC3)n2)cc1O,1.2,1.7,-20,4,10,-7,-17,1.2,7
CCOCCCn1c(SCC(=O)Nc2ccc(C(N)=O)cc2)nc2ccccc2c1=O,0.8,0.74,18,11,-32,-28,56*,0.4,3
Brc1ccc(-c2cn3nc4c(nc3n2)CCCC4)cc1,0.8,-0.081,19,2,4,0,38,0.6,4
CC(NC(=O)CCCCCN1C(=O)c2ccccc2C1=O)c1ccc2c(c1)CCCC2 (stereo unspecified),0.1,1.4,92*,.,-10,-32,49,0.5,10
O=C1CN(CC(=O)N2CCOCC2)c2ccccc2O1,1,0.11,3,7,-15,12,15,0.9,23

# Entries from the list above with an NH in an aromatic ring (8):
SMILES,CYP2C9 act,DAT uptake mod,CYP2C9 inhib,Candida biofilm,IL1B cytotox,TNFa cytotox,CYP2C19 inhib,CYP2C19 act,VCAM1 TNFa inh
CSc1cccc(NC(=O)C2CCCN(S(=O)(=O)c3cnc[nH]3)C2)c1 (stereo unspecified),0.1,-0.32,93*,8,-19,-43,98*,0,10
COCCCNc1nc2c(c(=O)[nH]c(=O)n2C)n1CC(O)COc1ccccc1C (stereo unspecified),0.8,0.18,19,2,4,-58,44,0.6,14
COc1cccc(CNC(=O)C2CCCN(S(=O)(=O)c3c(C)[nH]c(=O)[nH]c3=O)C2)c1 (stereo unspecified),1,-0.0061,2,5,5,9,-3,1,-4
CCOc1ccccc1-c1nc(C(N)=O)c2[nH]c(=O)n(-c3ccccc3)c2n1,1,0.53,1,-6,-12,9,-5,1,11
COCCCNc1nc2c([nH]1)c(=O)[nH]c(=O)n2C,1.1,0.57,-14,2,-47,-1,-5,1.1,17
O=c1[nH]n(-c2ccccc2)c(=O)c2ccccc12,1.3,.,-26,-1,.,.,-2,1,.
CCN(CC)CCN1C(=O)C(=O)/C(=C(/O)c2c(C)[nH]c(C(=O)OC)c2C)C1c1ccccc1OC (stereo unspecified),1.1,-0.36,-7,1,7,22,-11,1.1,34
CCCc1[nH]n(-c2nc3ccccc3s2)c(=O)c1C=NCC(C)C,0.5,4.4*,51*,-1,-9,-8,33,0.7,0
